Screening data as filed in PubChem BioAssay.
USP7 inh: inhibitors of human USP7 deubiquitinase; purified USP7, Ub-rhodamine cleavage fluorescence; Ubiquitin carboxyl-terminal hydrolase 7 (Homo sapiens), Q93009; inhibition, % at 20 µM; 47,000 compounds, 0.3% hits
USP28 block: inhibitors of human USP28 deubiquitinase | Ubiquitin carboxyl-terminal hydrolase 28 (Homo sapiens), Q96RU2 | purified USP28, Ub-rhodamine cleavage fluorescence, 30 min | 47,000 compounds, 3% hits | inhibition, % at 25 µM
USP8 inh: inhibitors of human USP8 deubiquitinase. Ubiquitin carboxyl-terminal hydrolase 8 (Homo sapiens), P40818. inhibition, % at 20 µM. purified USP8, Ub-rhodamine cleavage fluorescence, 30 min. 47,000 compounds, 4.2% hits
UCHL1 block: inhibitors of human UCHL1 deubiquitinase. Ubiquitin carboxyl-terminal hydrolase isozyme L1 (Homo sapiens), P09936. purified UCHL1, Ub-rhodamine cleavage fluorescence. inhibition, % at 20 µM. 47,000 compounds, 0.2% hits. AID 1645859, 2021
Target sequence (P09936 whole entry, looked up): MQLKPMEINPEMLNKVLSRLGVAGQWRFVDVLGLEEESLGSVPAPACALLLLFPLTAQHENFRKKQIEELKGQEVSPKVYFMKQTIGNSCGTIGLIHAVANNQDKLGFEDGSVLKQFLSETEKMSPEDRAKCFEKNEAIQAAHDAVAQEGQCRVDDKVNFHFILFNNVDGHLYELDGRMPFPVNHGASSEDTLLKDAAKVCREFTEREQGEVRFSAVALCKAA
USP17 inh: inhibitors of human USP17 deubiquitinase | purified USP17, Ub-rhodamine cleavage fluorescence, 3 h | inhibition, % at 50 µM | 47,000 compounds, 6.5% hits | AID 1645855, 2021
USP30 inh: inhibitors of human USP30 deubiquitinase | purified USP30, Ub-rhodamine cleavage fluorescence | inhibition, % at 25 µM | 47,000 compounds, 5.3% hits | AID 1645860, 2021
USP10 inh: inhibitors of human USP10 deubiquitinase. purified USP10, Ub-rhodamine fluorescence, 60 min. 47,000 compounds, 1.1% hits. AID 1645856, 2021. inhibition, % at 20 µM
Target sequence (Q14694 whole entry, looked up): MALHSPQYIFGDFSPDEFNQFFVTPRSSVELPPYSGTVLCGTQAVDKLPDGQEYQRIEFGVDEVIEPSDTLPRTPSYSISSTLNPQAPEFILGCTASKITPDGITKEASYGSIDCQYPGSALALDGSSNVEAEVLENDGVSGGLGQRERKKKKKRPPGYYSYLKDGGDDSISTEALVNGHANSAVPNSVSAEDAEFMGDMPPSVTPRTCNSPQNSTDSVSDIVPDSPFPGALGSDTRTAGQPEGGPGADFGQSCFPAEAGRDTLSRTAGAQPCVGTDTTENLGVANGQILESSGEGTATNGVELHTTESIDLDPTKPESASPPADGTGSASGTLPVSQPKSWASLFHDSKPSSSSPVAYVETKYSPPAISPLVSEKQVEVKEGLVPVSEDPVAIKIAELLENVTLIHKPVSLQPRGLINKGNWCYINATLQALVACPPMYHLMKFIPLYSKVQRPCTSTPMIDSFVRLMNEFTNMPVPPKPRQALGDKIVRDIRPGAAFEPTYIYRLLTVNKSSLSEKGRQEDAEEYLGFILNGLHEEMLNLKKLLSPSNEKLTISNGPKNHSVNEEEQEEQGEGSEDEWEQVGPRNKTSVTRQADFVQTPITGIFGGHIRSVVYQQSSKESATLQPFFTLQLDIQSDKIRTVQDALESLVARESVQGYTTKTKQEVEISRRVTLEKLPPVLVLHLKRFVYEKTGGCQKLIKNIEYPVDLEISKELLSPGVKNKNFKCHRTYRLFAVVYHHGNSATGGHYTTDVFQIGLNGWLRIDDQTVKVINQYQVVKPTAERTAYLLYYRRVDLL
OTUD3 block: inhibitors of human OTUD3 deubiquitinase; AID 1645858, 2021; purified OTUD3, Ub-rhodamine fluorescence, 2 h; OTU domain-containing protein 3 (Homo sapiens), Q5T2D3; 47,000 compounds, 0.7% hits; inhibition, % at 25 µM
* hit, by the source's call; i = inactive; . = no result given. Cut-off read from the data, not from the text of the source: active = inhibition above about 30%; inactive = the rest. Compounds were not picked by outcome, and some 13% of all compounds hit somewhere here.

SMILES | USP7 inh | USP28 block | USP8 inh | UCHL1 block | USP17 inh | USP30 inh | USP10 inh | OTUD3 block
CNC(=O)N1CC[C@@H]2CN(Cc3cccnc3)S(=O)(=O)[C@@H]2CC1 | 3 | 0 | -55 | 0 | -18 | 7 | 0 | 2
Cn1c(=O)c2c(nc(Sc3ccccc3N)n2C)n(C)c1=O | 2 | . | 0 | 2 | -6 | . | 1 | -5
O=C(Cc1cccnc1)N[C@@H]1CC[C@@H](Oc2cccc(F)c2)[C@H](O)[C@H]1O | 2 | 0 | 8 | 0 | 3 | 7 | -1 | 2
O=CNC(=C\c1ccc(O)c(O)c1)/C(=C/c1ccc(O)c(O)c1)NC=O | -105 | -100 | -263 | -56 | -71 | -493 | -6 | -113
CN1CCN(C2(CNC(=O)COc3ccc(F)cc3)CCCCC2)CC1 | 0 | -3 | 3 | -2 | 0 | -5 | -6 | 3
Cc1ccc2c(C)c(C(=O)Nc3ccc4c(c3)NC(=O)CO4)oc2c1C | 1 | -1 | 15 | 3 | -3 | -6 | 21 | -1
CSCc1cc(N2CCOCC2)nc(-c2ccccn2)n1 | 8 | 7 | 1 | 1 | -43 | 24 | 4 | 16
Cc1ccc(NC(=O)COc2ccccc2)cc1S(=O)(=O)N1CCCCC1 | 5 | 12 | 1 | 4 | 5 | 20 | 13 | 6
Cc1ccc(CNC(=O)Cn2ccc3ccn(C)c3c2=O)cc1C | 0 | -1 | 4 | 0 | . | 4 | 1 | -9
Cc1cnc(C2COCCN2C(=O)c2ccc3ccccc3n2)[nH]1 (centres undefined) | 0 | -7 | -4 | -3 | -16 | -5 | -1 | -3
COc1cc(C)ccc1NC(=O)COc1cccc2c1OC(C)(C)C2 | 5 | 16 | 2 | 6 | 16 | 22 | 7 | 22
CC(=O)N1Cc2ccccc2CC2(CCCN(CC3CCOCC3)C2)C1 (centres undefined) | -89 | -235 | -179 | -86 | -171 | i | -7 | -222
O=c1ccc(S(=O)(=O)N2CCOCC2)cn1Cc1ccc(F)cc1 | 1 | -2 | 17 | 2 | 12 | -5 | -1 | 1
COc1ccc(-c2c(NC(=O)c3cccs3)n(C)c3ccccc3c2=O)cc1 | 6 | 7 | 18 | 4 | 15 | 13 | 1 | 6
Cc1cccc(Nc2nccnc2C2CCCN2C(=O)C(C)C)n1 (centres undefined) | 3 | -3 | 0 | 2 | 4 | 8 | -2 | 10
Cc1cccc(C(=O)OCC(=O)N2CCC(Cc3ccccc3)CC2)c1O | 11 | 8 | 15 | 4 | 6 | 23 | 2 | 10
Cc1cc(=O)[nH]c2cc(-c3ccccc3)nn12 | 2 | 3 | 3 | 3 | 11 | 38* | -1 | 13
C[C@@]12C[C@H](c3ccccc3)N(C(=O)CCC(=O)O)[C@@H]1CCC[C@@H](O)[C@H]2O | -3 | -27 | -7 | -6 | -3 | -45 | -7 | -20
CCc1ccccc1NC(=O)N1C[C@@H]2C[C@H]1C[C@@H]2NC(=O)c1ccccc1 | -4 | -5 | -7 | -2 | -10 | -22 | -4 | -4
CN(CCc1ccccc1)c1nccc(N2CCN(C(=O)c3cccc(C#N)c3)CC2)n1 | -4 | 0 | -6 | 2 | -9 | 4 | 2 | -20
COc1cccc(NC(=O)CSc2ncnc3c2sc2nc(C)c4c(c23)CC(C)(C)OC4)c1 | 1 | 5 | 3 | 4 | -8 | 20 | 4 | 13
CCOC(=O)c1c(NCCO)c2ccccc2[nH]c1=O | 0 | -1 | -5 | -7 | 6 | 4 | -8 | 0
COCCCn1c(C2CCCCC2)nc2c(c(=O)c3ccccc3n2C)c1=O | -3 | 19 | 17 | 2 | 8 | 27 | -1 | 17
Cc1ccc(-c2ncc(C#N)c(=O)n2CC(=O)NC2CCCCC2)cc1 | 0 | -10 | 0 | -6 | 0 | -17 | -1 | -9
CNC(=O)N1CCC(n2c(C)nc(C(=O)Nc3ccc(C)cc3)c2C)CC1 | -1 | -6 | -20 | -3 | -10 | -1 | 0 | -7

Continued; the last two above are carried over.
SMILES | USP7 inh | USP28 block | USP8 inh | UCHL1 block | USP17 inh | USP30 inh | USP10 inh | OTUD3 block
Cc1ccc(-c2ncc(C#N)c(=O)n2CC(=O)NC2CCCCC2)cc1 | 0 | -10 | 0 | -6 | 0 | -17 | -1 | -9
CNC(=O)N1CCC(n2c(C)nc(C(=O)Nc3ccc(C)cc3)c2C)CC1 | -1 | -6 | -20 | -3 | -10 | -1 | 0 | -7
CCc1ccc(OCC(=O)NCC(c2ccco2)N2CCOCC2)cc1 (centres undefined) | -25 | -8 | -19 | -3 | -52 | -62 | -4 | -4
CCNC(=O)c1cccc(NC(=O)c2cc(Cl)c3c(c2)OCO3)c1 | 0 | 31* | 0 | 1 | 0 | -7 | 1 | 0
Cc1oc(C2CCN(C(=O)Cc3ccccc3Cl)CC2)nc1C(=O)N1CCOCC1 | 4 | 6 | 13 | 2 | 16 | -5 | 0 | 12
COc1ccc(S(=O)(=O)NC(C(=O)O)c2cccs2)cc1 (centres undefined) | 5 | 7 | 11 | 0 | 10 | 14 | 0 | 12
CN1C[C@@]23CN(C(=O)NCCc4ccc(F)cc4)C[C@@H](C[C@@H]2S1(=O)=O)O3 | -2 | -8 | -42 | -5 | -7 | 2 | 0 | 2
Cc1cnc(C(=O)Nc2ccnn2C2CCCC2)cn1 | 3 | 4 | -18 | 0 | -9 | 2 | 0 | 11
O=C(Cn1cnc2cc3c(cc21)OCCO3)NCC1CCCO1 (centres undefined) | -1 | -9 | 0 | -2 | 1 | -6 | -1 | -3
O=C(Nc1ccccc1Cl)c1nn(C2CCS(=O)(=O)C2)c2c1CCCC2 (centres undefined) | -17 | 0 | -14 | 0 | 5 | 0 | 2 | -1
CC1[C@@H]2[C@@H](C(=O)N3CCOCC3)C[C@H](CN1S(=O)(=O)N(C)C)N2Cc1ccccc1 (some centres undefined) | 0 | -9 | 0 | -2 | -5 | -12 | 0 | -8
CN(c1ccccc1)c1ccc2ccc(C(=O)NCCc3ccncc3)cn12 | -12 | -13 | -55 | -11 | 11 | -80 | -5 | -37
O=S(=O)(c1ccc(-c2ccc(Cl)cc2Cl)cc1)C1CCNCC1 | -4 | 44* | -3 | 2 | 7 | 45* | -1 | 9
COc1cc2[nH]c(=O)n(Cc3ccc(C(=O)N4CCN(C5CCCCC5)CC4)cc3)c(=O)c2cc1OC | -3 | -2 | -15 | -1 | 18 | 33* | -2 | -2
CCOc1ccc(NC(=O)CNc2nc(Nc3ccc(OC)cc3)nc(Nc3ccc(OC)cc3)n2)cc1 | 4 | 20 | 10 | 1 | 58* | 69* | 29 | 14
CN1C(=O)CCCC12CCCN(C(=O)c1cccc(Cl)c1)C2 (centres undefined) | 5 | 4 | 1 | -1 | -1 | 19 | 0 | 13
COc1cc(CNCCCN2CCOCC2)ccc1OCc1ccccc1 | 0 | 6 | 0 | -1 | 1 | 23 | 0 | 8
COc1ccc(CCC(=O)NCc2nc3c(cnn3-c3ccccc3)c(=O)[nH]2)cc1 | 3 | -17 | 1 | -3 | 13 | -163 | 0 | -32
COCC(C)N(Cc1ccccc1F)C(=O)c1cc(=O)[nH]c(C)n1 (centres undefined) | 5 | 11 | 2 | 1 | 2 | 12 | -1 | 14
Cc1ccc(Cl)cc1N1CCN(C(=O)CCC(=O)Nc2ccc3nc(N4CCOCC4)cc(C)c3c2)CC1 | 7 | -6 | -8 | 7 | -23 | -6 | 3 | -13
O=C(c1cn(-c2ccc(S(=O)(=O)N3CCCC3)cn2)cn1)N1CCOCC1 | 4 | 12 | 16 | 0 | 18 | 21 | 0 | 15
CC(=O)N1CCc2cc(S(=O)(=O)N3CCN(C4CCCCC4)CC3)ccc21 | -1 | . | -1 | -3 | -6 | . | -3 | -7
COc1cccc(C(=O)Oc2c(Sc3ccccc3)c(C)nn2C(C)(C)C)c1OC | 1 | 15 | 13 | 7 | 13 | 11 | 4 | 10
COc1cccc(CNc2ccc3c(cc2=O)[C@@H](NC(C)=O)CCc2cc(OC)c(OC)c(OC)c2-3)c1OC | -7 | -41 | -85 | -7 | -64 | -91 | -8 | -29
CC1CCN(C(=O)C2CCN(c3nc4ccc(-c5cncnc5)nc4s3)CC2)CC1 | 4 | 14 | 11 | 0 | 9 | 0 | -3 | 5
Cc1nc(NCCO)c2sc3nc4c(cc3c2n1)COC(C)(C)C4 | 7 | 9 | 0 | 4 | 2 | 15 | 2 | 9
CCN(CC)c1ccc(-c2noc(CN3CCC4(CC3)OCCO4)n2)cn1 | -4 | -6 | -11 | -4 | -13 | -10 | -4 | -5

Compound profiles, as listed above. Values in the order: USP7 inh | USP28 block | USP8 inh | UCHL1 block | USP17 inh | USP30 inh | USP10 inh | OTUD3 block
`CCNC(=O)c1cccc(NC(=O)c2cc(Cl)c3c(c2)OCO3)c1` is entered as 0 | 31* | 0 | 1 | 0 | -7 | 1 | 0
`O=C(Nc1ccccc1Cl)c1nn(C2CCS(=O)(=O)C2)c2c1CCCC2` (centres undefined) is entered as -17 | 0 | -14 | 0 | 5 | 0 | 2 | -1
`Cc1oc(C2CCN(C(=O)Cc3ccccc3Cl)CC2)nc1C(=O)N1CCOCC1` is entered as 4 | 6 | 13 | 2 | 16 | -5 | 0 | 12

Taken from above.
`O=C(Cn1cnc2cc3c(cc21)OCCO3)NCC1CCCO1` (centres undefined) @ OTUD3 block: -3
`COc1cccc(CNc2ccc3c(cc2=O)[C@@H](NC(C)=O)CCc2cc(OC)c(OC)c(OC)c2-3)c1OC` @ USP8 inh: -85
`CC(=O)N1CCc2cc(S(=O)(=O)N3CCN(C4CCCCC4)CC3)ccc21` @ USP17 inh: -6
`CN1C[C@@]23CN(C(=O)NCCc4ccc(F)cc4)C[C@@H](C[C@@H]2S1(=O)=O)O3` @ OTUD3 block: 2

(continued)
SMILES | USP7 inh | USP28 block | USP8 inh | UCHL1 block | USP17 inh | USP30 inh | USP10 inh | OTUD3 block
O=C1COc2ccc(C(=O)N3CCc4ccccc4C3)cc2N1 | 2 | 17 | 0 | 3 | 4 | 12 | 1 | 18
Cc1c(CC(=O)N[C@H](CSCc2ccccc2)C(=O)O)c(=O)oc2cc(O)ccc12 | 5 | 4 | 4 | 1 | 9 | 11 | 6 | 9
COc1cccc(Nc2nc(NCCN3CCOCC3)nc3c2cnn3C)c1 | 6 | -7 | -2 | 2 | -15 | -16 | 0 | -3
O=C(CCc1ccccc1)Nc1cc(F)c2nc(N3CCOCC3)ccc2c1 | -5 | 3 | 46* | -2 | 16 | -2 | -2 | 8
COc1ccc(CNc2nc3c(c(=O)n2C)CN(C(=O)N2CCOCC2)CC3)cc1 | 0 | -8 | 0 | 0 | -2 | 5 | 0 | 0
Cc1ccccc1OCC(=O)N(Cc1ccccc1)c1ccccc1C(=O)O | 4 | 13 | 9 | 1 | 12 | 16 | 6 | 10
CCCCCC(=O)/C=C/C(=O)O | 7 | 6 | -1 | 4 | -1 | 10 | 1 | 2
CN[C@@H]1[C@@H](O)[C@@H](O[C@@H]2[C@@H](O)[C@H](O[C@H]3OC(CN)=CC[C@H]3N)[C@@H](N)C[C@H]2N)OC[C@]1(C)O | -7 | 8 | -3 | 4 | 6 | -8 | 0 | 3
Cc1noc(C)c1CN1C[C@H](Oc2ncccc2F)[C@H]2OCCC[C@H]21 | 0 | -13 | -162 | -1 | -26 | -11 | 1 | -2
COC(=O)c1cc2c(ccn2-c2ccc(F)cc2)n1CCC#N | -43 | -8 | 7 | 1 | 4 | -21 | 1 | -14
O=C(O)C1CCCN1C1=NS(=O)(=O)c2ccccc21 (centres undefined) | 0 | . | -2 | 0 | 1 | . | 1 | 4
Fc1ccc(-c2nc(-c3cnccn3)no2)c(Cl)c1 | -14 | 12 | 1 | -1 | 19 | 36* | 1 | 0
COc1ccc(NC(=O)CCCCn2c(=O)[nH]c3ccccc3c2=O)cc1OC | 0 | -4 | -7 | -1 | 17 | 3 | 1 | -4
O=C(NCc1cc(-c2ccccc2F)on1)C1CC1 | -5 | 2 | -7 | -3 | -12 | -10 | 0 | 0
O=C(c1cccc(=O)[nH]1)N1C[C@@H](O)[C@H](N2CCC(F)(F)CC2)C1 | 1 | -5 | -3 | -2 | -5 | -3 | -1 | 2
Cc1c(Cl)cccc1NC(=O)NCC1CCN(CCc2ccccc2)C1 (centres undefined) | -14 | 17 | 9 | -3 | 0 | 9 | -5 | 9
COc1ccc(NC(=O)C2c3ccccc3C(=O)N(C3CCCC3)C2c2cccs2)cc1OC (centres undefined) | 7 | 26 | 20 | 6 | 56* | 16 | 4 | 17
O=C(CCc1nc2sc3c(c2c(=O)[nH]1)CCCCC3)Nc1ccc(F)cc1F | -30 | -42 | 42* | 23 | -173 | -263 | -6 | -40
CCN1C[C@@]23CN(C(=O)c4cccnc4)C[C@@H](C[C@@H]2S1(=O)=O)O3 | 0 | -6 | -19 | -3 | -10 | -11 | -3 | 0
